# Bioassay records as filed in PubChem BioAssay.
# V1aR counter: agonists of human V1a receptor, primary screen, counter-screen for OXTR agonist project, fluorescence, CHO-V1R cells; Vasopressin V1a receptor (Homo sapiens), P37288; hit rate 0.25% among 320,000; Fluo-8 calcium fluorescence, agonist mode; 0% DMSO, 100% 3 nM vasopressin; AID 2797, 2010; activation, % at 3 µM;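 active = activation above the mean activation of all tested compounds plus 3 SD, per screening run, cut at about 20% in these data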;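 note: signal is peak over basal fluorescence ratio across a 100 second FLIPR read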
# VIM-2 inh: VIM-2 metallo-beta-lactamase inhibitors, primary screen, biochemical, epi-absorbance readout, Pseudomonas aeruginosa enzyme; hit rate 0.89% among 290,000; AID 1527, 2009; purified VIM-2, nitrocefin hydrolysis, epi-absorbance fluorescence; inhibition, % at 5.6 µM;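 active = inhibition above the mean of all tested compounds plus 3 SD, cutoff set per screening run, cut at about 7.5% in these data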;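 note: red hydrolysis product quenches plate fluorescence so inhibitors raise well fluorescence; 0% = enzyme with DMSO and 100% = DMSO without enzyme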
# PHOSPHO1 inh: PubChem AID 1565; Phosphoethanolamine/phosphocholine phosphatase (Homo sapiens), Q8TCT1; recombinant PHOSPHO1, absorbance phosphatase assay; inhibition, % at 13.3 µM; hit rate 1.1% among 290,000; in the data active = inhibition above about 60%
# GalR3 antagonist: GalR3 antagonists in HEK293 cells, primary screen, cell-based, fluorescence readout | Galanin receptor type 3 (Homo sapiens), O60755 | inhibition, % at 3 µM | hit rate 0.44% among 360,000 | HEK293 GalR3-CNG cAMP membrane potential fluorescence; galR3 body fused to GalR1 C-terminus;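 active = inhibition above the screen-wide average plus 3 SD, cut at about 13% in these data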;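 note: forskolin and galanin both at EC90 stimulate the cells; cAMP rise reported by CNG channel membrane potential dye signal; 0% = forskolin plus galanin with DMSO and 100% = forskolin alone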
# Target sequence (O60755 1-299 limits assumed): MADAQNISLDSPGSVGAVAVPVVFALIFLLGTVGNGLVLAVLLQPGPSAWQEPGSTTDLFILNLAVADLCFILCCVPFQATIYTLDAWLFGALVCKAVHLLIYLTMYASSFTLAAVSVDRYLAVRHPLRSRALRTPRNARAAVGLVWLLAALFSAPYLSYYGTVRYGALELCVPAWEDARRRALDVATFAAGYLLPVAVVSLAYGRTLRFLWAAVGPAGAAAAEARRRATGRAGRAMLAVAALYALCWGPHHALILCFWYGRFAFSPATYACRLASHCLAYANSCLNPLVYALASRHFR
# OXTR ag: human OXTR agonists, primary screen, fluorescence, CHO-OTR cells, Fluo-8 calcium; AID 2435, 2010; Fluo-8 calcium fluorescence; normalized: DMSO 0%, oxytocin 100%; hit rate 0.32% among 320,000; activation, % at 3 µM; Oxytocin receptor (Homo sapiens), P30559;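 active = activation above the mean of all tested compounds plus 3 SD, cutoff set per screening run, cut at about 20% in these data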;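 note: peak over basal fluorescence ratio from a 100 s FLIPR kinetic read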
# Target sequence (P30559 whole entry, looked up): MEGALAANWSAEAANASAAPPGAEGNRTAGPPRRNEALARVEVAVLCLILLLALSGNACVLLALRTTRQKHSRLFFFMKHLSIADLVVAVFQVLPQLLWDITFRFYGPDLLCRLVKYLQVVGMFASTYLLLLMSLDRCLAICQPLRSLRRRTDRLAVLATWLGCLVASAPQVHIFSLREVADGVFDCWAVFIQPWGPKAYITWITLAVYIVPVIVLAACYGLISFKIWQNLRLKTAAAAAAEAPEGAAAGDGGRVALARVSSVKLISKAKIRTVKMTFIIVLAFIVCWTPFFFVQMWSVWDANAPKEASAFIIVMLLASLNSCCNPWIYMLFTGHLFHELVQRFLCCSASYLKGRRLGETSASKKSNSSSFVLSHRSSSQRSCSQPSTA
# IMP-1 inhibitor: IMP-1 metallo-beta-lactamase inhibitors, primary screen, biochemical, epi-absorbance readout, Pseudomonas aeruginosa enzyme | metallo-beta-lactamase IMP-1 (Pseudomonas aeruginosa) | purified IMP-1, nitrocefin hydrolysis, epi-absorbance fluorescence | inhibition, % at 5.6 µM | hit rate 0.45% among 290,000 | AID 1556, 2009;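 active = inhibition above the mean plus 3 SD of all compounds in the same screening run, cut at about 4.5% in these data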;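 note: 0% = IMP-1 with DMSO and 100% = DMSO wells lacking enzyme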
#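 system = purified recombinant IMP-1 beta-lactamase | amount = 0.2 nM IMP-1, as dispensed | medium = HEPES buffer pH 7.1 with ZnSO4 and Brij 35 | times = 25 °C, 15 min preincubation, 25 min reaction | detection = plate fluorescence quenching by hydrolysis product, ex 480/em 530 nm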
# NS3 helicase inh: inhibitors of HCV NS3 helicase, primary screen, biochemical, Cy5 molecular beacon fluorescence; NS3 helicase DNA unwinding; inhibition, % at 10.9 µM; hit rate 0.56% among 290,000; AID 1800, 2009;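 active = inhibition above the mean of all tested compounds plus 3 SD, set per campaign, cut at about 35% in these data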;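 note: 0% = DMSO wells and 100% = thioflavine S control wells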
#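 System: HCV NS3 helicase fragment; control set: DMSO and thioflavine S; technique: Cy5 fluorescence at 0 and 60 min, beacon hairpin quenching; reagent: beacon DNA duplex substrate plus ATP; replicates: singlicate; schedule: 1 h reaction at 25 °C, ATP-initiated; medium: MOPS buffer pH 6.5 with MgCl2, DTT, Tween20, BSA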
# FID counter: compounds displacing fluorescent DNA intercalator, primary screen, artefact control for HCV NS3 helicase inhibitor project, biochemical, FID fluorescence; DNA fluorescent intercalator displacement; inhibition, % at 7.9 µM; hit rate 0.17% among 290,000; in the data active = inhibition above about 37%;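 note: 0% = vehicle and 100% = reference compound; higher means more ethidium bromide displaced from hairpin DNA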
# GPR7 antag: GPR7 receptor antagonists, primary screen, cell-based, fluorescence, single concentration | Neuropeptides B/W receptor type 1 (Homo sapiens), P48145 | GPR7-expressing cells, fluorescence antagonist assay | inhibition, % at 4.4 µM | hit rate 1.1% among 290,000; in the data active = inhibition above about 16%, passing the limit was not always enough;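 note: cells stimulated with the agonist NPW; 0% = agonist with vehicle and 100% = vehicle without agonist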
# Target sequence (P48145 whole entry, looked up): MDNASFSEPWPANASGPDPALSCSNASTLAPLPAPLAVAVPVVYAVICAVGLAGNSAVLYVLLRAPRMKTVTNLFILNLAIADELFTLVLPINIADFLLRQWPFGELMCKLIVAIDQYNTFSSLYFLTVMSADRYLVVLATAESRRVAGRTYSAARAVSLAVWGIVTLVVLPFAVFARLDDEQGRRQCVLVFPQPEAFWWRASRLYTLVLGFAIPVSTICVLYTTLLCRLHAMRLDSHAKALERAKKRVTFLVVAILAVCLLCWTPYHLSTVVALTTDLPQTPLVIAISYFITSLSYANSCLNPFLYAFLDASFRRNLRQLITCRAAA
# The depositor's hits bear a star; x = not tested or not shown. Compounds as they come; overall some 4.3% were active at least once.
SMILES,V1aR counter,VIM-2 inh,PHOSPHO1 inh,GalR3 antagonist,OXTR ag,IMP-1 inhibitor,NS3 helicase inh,FID counter,GPR7 antag
O=C(OCC(=O)N1CCOCC1)c1ccc(Br)cc1,3.1,-6.2,47,-7,0.3,-1.8,4,-4,8
COc1cc(C)ccc1OCc1cc(C(=O)NCCN2CCOCC2)no1,0.5,0.5,26,-2,-0.1,-1.0,-3,-8,-15
CCN(Cc1ccncc1)C(=S)NCc1ccccc1,0.3,1.4,-14,0,0.4,0.8,8,-4,6
CCCNC(=O)c1ccc(Cl)cc1Cl,-0.6,-2.5,44,-10,-0.4,-2.4,5,-1,-10
C[C@@H]1C[C@H]2[C@@H]3CCC4=CC(=O)C=C[C@]4(C)[C@@]3(F)[C@@H](O)C[C@]2(C)[C@H]1C(=O)CO,1.7,-0.2,13,x,0.1,-1.4,0,-22,2
CCC/C(=N/NC(=O)c1ccc2c(c1)OCO2)c1cccs1,0.0,-5.4,-6,-3,1.0,-1.9,-3,-5,-3
CC1=C(C)[N+](=O)C2CCCCC2N1[O-] (stereo not given),-0.1,-3.0,11,-5,-1.0,-1.3,-9,-3,-13
C[C@@H]1CCC(=O)N(CC[C@H](Sc2ccccc2)c2ccccc2)CC1,-1.1,-2.3,-7,-4,-2.4,-2.3,-3,-38,16
Cc1ccc(/C=N/n2c(C3CCCCC3)n[nH]c2=S)o1,-1.4,-2.1,30,-6,-2.2,-4.0,-3,-13,-4
Cc1cccc(-c2noc(CCC(=O)NC3CCCCC3)n2)c1,7.1,-4.0,18,-2,2.9,-2.1,-3,-33,-4
O=C(COC(=O)c1ccc(S(=O)(=O)Nc2ccccc2)cc1)NCCN1C(=O)CSC1=O,0.5,0.8,9,-5,-0.2,-0.2,11,-11,8
O=C(c1ccc2nc(N3CCOCC3)sc2c1)N1CCN(c2ccc(Cl)cc2)CC1,0.2,0.0,50,-10,0.8,-1.9,-14,-68,-5
O=C(c1cc2cc(Cl)ccc2[nH]1)N1CCN(c2ccc(F)cc2)CC1,0.2,-0.6,43,-8,3.3,-1.0,-23,-15,-17
Cc1ccc(Cl)cc1Nc1nc(-c2cccnc2)cs1,-1.2,1.7,41,-2,-2.4,-2.8,-12,-9,-18
COc1cc2c(cc1NC(=O)c1cccc([N+](=O)[O-])c1)oc1ccccc12,-0.5,-1.6,12,-2,-1.1,-2.6,-4,3,-6
CC(=O)NC(C(=O)c1ccccc1)C(=O)c1ccccc1,-0.3,-5.3,-6,-1,0.9,-0.2,-11,1,-9
CC(C)(C)N(Cc1ccccc1)C(=O)c1ccc(Cl)cc1[N+](=O)[O-],-0.8,0.0,25,0,-1.9,-1.1,-3,-14,-17
COc1ccc2nc(-c3ccccc3)[nH]c2c1,-0.8,-1.5,37,-5,-2.0,-2.9,-6,-1,-14
CN/S(=N/S(=O)(=O)c1ccccc1)c1ccc(C)cc1 (stereo not given),0.0,-1.5,5,7,-1.5,-2.4,-7,-7,-7
CCOC(=O)Cc1nnc(Nc2cc(C)ccc2C)c2ccccc12,-1.1,-2.7,48,-6,-2.3,-1.0,28,-13,-5
Cc1ccc(C(=O)Nc2cccc(C(=O)NCc3ccco3)c2)cc1,0.0,-0.2,14,-3,-2.1,-2.2,-2,-4,-11
O=C(CSc1cccc2cccnc12)N/N=C/c1ccc(F)cc1,-1.5,-4.3,29,-5,0.4,-3.2,-20,-21,8
Cc1nnc(N(CCC#N)CCC#N)s1,1.3,-3.2,14,-1,0.6,-1.1,2,5,-4
COc1nc(Nc2cccc(C(F)(F)F)c2)nc(OC)n1,-1.6,-2.3,6,-2,-2.8,-3.7,7,-17,-27
Nc1nc(Nc2cccc3ccccc23)nc(C2CCCC2=O)n1 (stereo not given),0.7,1.2,-16,0,-0.6,-3.4,-1,-1,-5
O=C(NC12CC3CC(CC(C3)C1)C2)N1CCN(C(=O)C2CCCO2)CC1 (stereo not given),1.6,-0.2,-4,5,-0.7,-0.5,1,-15,-3
COc1cc2c3nnc(-c4ccc(F)cc4)c-3cn(Cc3ccc(C)cc3)c2cc1OC,0.3,-2.1,26,1,0.1,-5.2,-30,-3,1
Cc1ccc(S(=O)(=O)N/N=C2\C(=O)C3(C)CCC2C3(C)C)cc1 (stereo not given),0.6,-1.2,-77,-6,-0.5,-2.2,12,1,-6
O=C(NC1CCCC1)c1ccc2c(c1)N(Cc1ccc(F)cc1)CCS2,-0.6,-5.7,16,-4,-1.2,-1.3,28,-19,18
CCCc1nc2c(C)cc(-c3nc4ccccc4n3C)cc2n1Cc1ccc(-c2ccccc2C(=O)O)cc1,1.4,-2.7,24,x,-0.1,-2.5,2,-20,-14
O=C(O)c1ccc(Sc2ccccn2)c([N+](=O)[O-])c1,0.5,-0.8,10,-4,0.9,-0.3,8,4,7
O=C(NCc1cccs1)C1CCCN1C(=O)Nc1ccc(Cl)cc1 (stereo not given),-0.2,-2.1,-2,x,-0.4,-5.2,8,-2,-9
Cc1nnc(N2C(=O)C(O)=C(C(=O)c3ccco3)C2c2cccc([N+](=O)[O-])c2)s1 (stereo not given),0.3,0.0,25,-2,0.9,-2.7,5,-33,5
CCN(CC(=O)NCc1cccs1)C(=O)C(c1ccccc1)c1ccccc1,-0.2,-0.2,28,-11,-0.2,-2.2,-5,-36,-18
COc1cc([N+](=O)[O-])ccc1NC(=O)N1CCCCCC1,-0.3,-0.8,-118,3,-1.3,-0.6,5,-6,-10
CC1=C(C(=O)NC(C)c2ccccc2)C2(CCC(C)CC2)OC1=O (stereo not given),-1.3,-2.9,37,-3,-0.3,-1.7,-3,-15,-17
CCCCNC(=O)Oc1cc(CCl)on1,0.7,2.5,24,x,-0.3,-1.1,-3,3,10
O=C(Cc1cc(=O)[nH]c(=O)[nH]1)N1CCC(Cc2ccccc2)CC1,-0.6,0.5,5,4,0.1,-0.5,-7,-4,-2
O=C(CC1Nc2c3ccccc3nc(=S)n2C1=O)NC1CCCCC1 (stereo not given),0.4,-1.0,-163,-6,0.8,-3.3,4,-1,-10
O=C(NCc1ccccc1)c1nc(-c2cccs2)no1,1.3,-2.4,52,-6,-0.9,-2.6,16,-8,-9
O=C(CSC1=Nc2ccccc2C2=NC(CC(=O)N3CCN(c4ccccc4)CC3)C(=O)N12)NCC1CCCO1 (stereo not given),-0.2,-4.6,-14,1,-0.1,-3.5,16,-38,-2
NNC(=O)c1ccc(NS(=O)(=O)c2ccc(Br)cc2)cc1,-0.4,-3.1,-12,3,-0.2,-3.9,-11,-10,-6
O=C(COc1ccc(/C=N/NS(=O)(=O)c2ccccc2)cc1)NCc1ccccc1,1.3,-2.6,22,-2,0.9,-2.8,-10,-7,-6
O=[N+]([O-])c1ccc2oc(-c3cccc(O)c3)nc2c1,1.1,-0.6,18,11,0.5,-2.5,0,5,-5
CSc1cccc(NC(=O)CSc2nnc(C)s2)c1,1.2,-1.1,10,-2,0.8,-2.0,1,7,-14

# Single records (already shown). Screens in order: V1aR counter | VIM-2 inh | PHOSPHO1 inh | GalR3 antagonist | OXTR ag | IMP-1 inhibitor | NS3 helicase inh | FID counter | GPR7 antag
# Results for `O=C(CC1Nc2c3ccccc3nc(=S)n2C1=O)NC1CCCCC1` (stereo not given) : 0.4 | -1.0 | -163 | -6 | 0.8 | -3.3 | 4 | -1 | -10
# Results for `CSc1cccc(NC(=O)CSc2nnc(C)s2)c1` : 1.2 | -1.1 | 10 | -2 | 0.8 | -2.0 | 1 | 7 | -14
# Results for `O=C(Cc1cc(=O)[nH]c(=O)[nH]1)N1CCC(Cc2ccccc2)CC1` : -0.6 | 0.5 | 5 | 4 | 0.1 | -0.5 | -7 | -4 | -2

# Later entries
SMILES,V1aR counter,VIM-2 inh,PHOSPHO1 inh,GalR3 antagonist,OXTR ag,IMP-1 inhibitor,NS3 helicase inh,FID counter,GPR7 antag
Cc1cc(Nc2n[nH]c(N)c2C#N)ccc1F,0.5,-3.5,46,-1,0.6,-2.8,10,-3,-18
CCCn1c(=O)c2sccc2n2c(CCCC(=O)NCc3ccco3)nnc12,-0.6,0.0,29,-9,-0.9,-1.2,14,-19,-6
CCn1c(SCC(=O)NC2CC2)nnc1-c1ccccc1OC,2.6,-2.9,26,-4,0.0,-1.0,8,-8,-10
N#CCC(CNc1ncc(C(F)(F)F)cc1Cl)OC(=O)c1c(F)cccc1F (stereo not given),-0.4,-0.5,x,-12,-0.2,-1.4,-1,-11,-8
O=C1CCCC2=C1C(c1ccc(O)c(O)c1)c1c(ccc3ncccc13)N2 (stereo not given),0.2,-0.3,32,-4,-1.2,-2.2,26,-3,-15
Clc1ccccc1Sc1cnc2ccccc2n1,-1.4,-2.5,-9,-1,-2.1,-4.1,-2,-1,-20
O=C(CCc1nnc(CCCc2ccccc2)o1)N1CCCCCC1,-0.9,-0.5,10,-1,0.9,-0.4,-4,-25,-12
CN(CCc1ccccn1)C1CCCN(S(=O)(=O)c2ccccc2Cl)C1 (stereo not given),0.0,-0.5,45,-4,-0.8,-3.2,4,4,-7
COc1ccc(-n2ncc3c(NCc4cccs4)ncnc32)cc1,1.9,1.2,-70,-3,1.6,0.5,-4,4,-2
COc1ccc(C(Nc2ccccn2)c2oc(CO)cc(=O)c2O)cc1 (stereo not given),0.7,1.0,-5,-1,0.9,-1.7,0,-23,-8
O=C(Nc1ccc(SC(F)F)cc1)C12CCC(CC1)C2,3.1,0.2,3,-3,-0.7,0.0,-6,2,5
CC1(C)CC2CC(C)(CN2C(=O)CCCN2C(=O)c3ccccc3C2=O)C1 (stereo not given),0.1,-1.4,-42,1,-1.3,-2.0,2,-30,-3
O=C(O)/C=C\C(=O)N1CCc2ccccc21,-0.6,0.1,-6,1,-0.6,-2.9,7,-6,-2
NS(=O)(=O)c1ccc(CCNC(=O)/C=C/c2ccc([N+](=O)[O-])cc2)cc1,-0.3,-1.2,-23,-5,-0.2,-2.0,2,0,-5
CCN(CCCNC(=O)CSc1cc(=O)n(C)c2cc(Cl)ccc12)Cc1ccccc1,-0.6,2.6,-1,-9,0.1,1.5,-24,21,3
O=C(Nc1ccn(-c2ccccc2)n1)c1ccc(Cl)cc1,0.3,-1.8,-1,-6,-2.0,-2.2,-5,-10,-2
Cc1ccc(C(=O)NCc2ccncc2)cc1S(=O)(=O)Nc1cccc(C)c1C,2.9,-4.8,27,-2,2.8,-4.8,11,-22,3
CN=C1CC(SC)=C1c1ccc(C)cc1,0.4,-4.7,-2,-3,0.2,-7.1,1,2,-5
